# Screening data as filed in PubChem.
# Salmonella PhoP GFP: inhibitors of PhoP regulon expression, primary screen, Salmonella Typhimurium, GFP reporter (AID 1863). S. Typhimurium PhoP-regulated promoter GFP reporter, 4 h; higher % means a stronger effect. one-dose inhibition, % at 50 µM; IC50 in µM for titrated hits. 300,000 compounds, 0.16% hits;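 active means inhibition over 29.93%, a cutoff 3 SD above the screen mean, later confirmed by dose response; inconclusive means inhibition over 29.93% but no dose response follow-up; inactive means inhibition at most 29.93% or unconfirmed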;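 further: 0% = low Mg2+ inducing control and 100% = high Mg2+ repressing control; strong numbers were not always called active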
# HIV peptide binding: cell-free HIV fusion peptide-binding blockers – biochemical, uHTS, fluorescence dequenching, primary screen (AID 1986) | cell-free peptide binding, fluorescence dequenching, 30 min; higher % means a stronger effect | inhibition, % at 20 µM, or IC50 in µM where a hit was titrated | 290,000 compounds, 0.3% hits; in the data active means inhibition mostly above about 52%, no sharp cut-off; inactive means mostly below about 76%; further: some results filed as inactive read as strong as hits
# GPR55 antagonists: inhibition of LPI-stimulated GPR55 beta-arrestin translocation – imaging, U2OS, beta-arrestin-GFP, LPI agonist, primary screen (AID 2013); U2OS GPR55 beta-arrestin-GFP translocation imaging, LPI antagonism; higher % means a stronger effect; one-dose inhibition, % at 10 µM; IC50 in µM for titrated hits; 290,000 compounds, 0.13% hits;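 active means spots per cell inhibited over 60%, with over 100 cells counted and total cytoplasm intensity under 500,000; inconclusive means wells with under 100 cells, flagged as likely toxic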;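 further: U2OS cells stably carrying GPR55 and arrestin-GFP stimulated by 5 µM LPI near EC80; imaged beta-arrestin-GFP aggregate spots per cell after agonist stimulation; plate controls were LPI-stimulated DMSO wells for no effect and DMSO wells without LPI for full effect; some results filed as inactive read as strong as hits; confirmed hits need IC50 under 10 µM and bright autofluorescent wells are also inconclusive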
# NS5 inhibitors: flavivirus cap methylation enzyme inhibition – biochemical, confirmation dose response, primary screen (AID 588689); Dengue-2 NS5 methyltransferase capping enzyme assay, biochemical; higher % means a stronger effect; inhibition, % at 25 µM, or IC50 in µM where a hit was titrated; 340,000 compounds, 0.3% hits; in the data active means a potency from the dose series; inconclusive means inhibition above about 29% without an active follow-up result
# RSV CPE inhibition: RSV antiviral activity via CPE protection, HEp-2 cells, primary 10 µM value included (AID 2391); HEp-2 cells, RSV-induced CPE inhibition; higher % means a stronger effect; one-dose CPE inhibition, % at 10 µM; IC50 in µM for titrated hits; 310,000 compounds, 0.13% hits; in the data active means a potency from the dose series; inconclusive means CPE inhibition mostly from about 23% at the one dose, without a potency; inactive means the rest, 99 in 100 with CPE inhibition below about 21%; further: strong numbers were not always called active
# K1F lysis inhibition: protection from phage-mediated lysis, alamar blue read-out – E. coli UTI89, K1F phage, bacterial capsule biogenesis inhibitors (AID 488966); inhibition, % at 100 µM; hits with a dose series show IC50 in µM; E. coli UTI89 K1F phage lysis, alamar blue, 2 h; higher % means a stronger effect; 340,000 compounds, 0.02% hits;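 active means phage lysis inhibition, versus mean bacterial control, above a set limit; inconclusive means no clear call, values can overlap the other calls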;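 further: capsule biogenesis inhibitors block K1F phage lysis so surviving cells raise fluorescence; higher fluorescence means more inhibition of phage lysis; actives were called in the ten point dose series up to 300 µM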
# SV40 large T antigen: SV40 large T antigen inhibitors, biochemical (AID 1903). SV40 large T antigen ATPase/helicase inhibition assay; higher % means a stronger effect. 310,000 compounds, 0.39% hits. one-dose inhibition, % at 20 µM; IC50 in µM for titrated hits; in the data active means a potency from the dose series; inconclusive means inhibition mostly from about 32% at the one dose, without a potency; inactive means the rest, 99 in 100 with inhibition below about 32%; further: strong numbers were not always called active
# MgcRacGAP inhibition: MgcRacGAP GTPase-activating activity inhibitors, confirmation, biochemical, ADP Hunter fluorescence | 340,000 compounds, 0.6% hits | MgcRacGAP-stimulated Rac1 GTP hydrolysis, ADP Hunter fluorescence; higher % means a stronger effect; GST-tagged Rac1 F28L mutant substrate | inhibition, % at 30 µM; hits with a dose series show IC50 in µM;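 active means first-screen hits whose inhibition reached a set limit at any dose in the follow-up dose series; inconclusive means inhibition above the set first-screen limit but never retested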;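 further: fluorescence reports GDP produced by GAP-driven GTP hydrolysis; strong numbers were not always called active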
# GPR35 antagonists: inhibition of zaprinast-stimulated GPR35 beta-arrestin translocation – imaging, U2OS, beta-arrestin-GFP, zaprinast agonist, primary screen (AID 2058). U2OS GPR35 beta-arrestin-GFP translocation imaging, zaprinast antagonism; higher % means a stronger effect. inhibition, % at 10 µM; hits with a dose series show IC50 in µM. 290,000 compounds, 0.052% hits;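 active means inhibition of at least 50% with at least 30 cells and total cytoplasm GFP at most 10,000,000; inconclusive means under 30 cells or total GFP of 10,000,000 plus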
# NS5 inhibitors pilot replicate: second read-out of NS5 inhibitors, no call of its own (marks repeat the call); inhibition, %; measured here: pilot screen replicate inhibition
# The depositor's hits bear a star; i = inactive; ? = inconclusive; nt = no result given; [ ] = another dose, or the depositor's remark.
SMILES,Salmonella PhoP GFP,HIV peptide binding,GPR55 antagonists,NS5 inhibitors,RSV CPE inhibition,K1F lysis inhibition,SV40 large T antigen,MgcRacGAP inhibition,GPR35 antagonists,others
O=C(Nc1ccc2c(c1)C(=O)N(CC1CCCO1)C2=O)c1ccccc1Br (configuration not stated),-3%,-2.3%,10%,1%,0.3%,3.8%,5%,5%,-4%,
Cc1nnc2ccc(N3CCOCC3)nn12,0%,1.9%,13%,4%,1.2%,1.5%,-4%,11%,13%,
O=C(CSc1nc(-c2ccccc2)nc2ccccc12)Nc1cccc(C(=O)O)c1,0%,23%,1%,nt,0.3%,nt,3%,nt,-7%,
Cc1ccc(CS(=O)Cc2ccc(C(=O)N3CCOCC3)o2)cc1 (configuration not stated),-3%,1.8%,11%,-14%,2.5%,0.1%,15%,8%,0%,
COc1ccc2[nH]c(C(=O)N3CCC(CO)(Cc4cccc(C(F)(F)F)c4)CC3)c(C)c2c1,3%,0.4%,0%,-2%,-0.5%,-0.1%,4%,3%,-12%,
COc1ccc(OCC(O)CNC(=O)Nc2ccc(C(C)(C)C)cc2)cc1 (configuration not stated),-9%,0.0%,9%,-8%,1.3%,-0.7%,1%,-11%,20%,
C=CCOc1cccc(C2C(C(=O)c3ccc(C)o3)=C(O)C(=O)N2CCCn2ccnc2)c1 (configuration not stated),4%,-1.8%,3%,-1%,1.3%,-0.3%[50 µM],18%,0%,-2%,
Cc1ccccc1-n1c(=O)c2ccccc2n2c(=O)[nH]nc12,3%,2.2%,-9%,6%,0.5%,0.4%,7%,3%,2%,
CSCCC(NS(=O)(=O)c1ccccc1)C(=O)OCc1cc(=O)oc2cc(O)ccc12 (configuration not stated),5%,nt,nt,-1%,-1.7%,-1.7%,8%,-2%,nt,
CCOC(=O)CCNC(=O)N1CCCC(C(=O)c2ccc3c(c2)OCO3)C1 (configuration not stated),0%,-2.3%,4%,-8%,1.2%,0.3%,24%,5%,0%,
CCOc1ccc2cc(C#N)c(SCC(=O)N3CCC(C)CC3)nc2c1,4%,9.3%,3%,-2%,4.6%,-0.1%,7%,-1%,-8%,NS5 inhibitors pilot replicate=2.4
O=C(N/N=C/C=C/c1ccccc1)c1cc2c(ccc3ccccc32)o1,0%,3.8%,9%,-8%,0.7%,0.6%,7%,7%,2%,
CCCCn1c(N)c(N(CCC(C)C)C(=O)c2cccc(-n3cnnn3)c2)c(=O)[nH]c1=O,1%,nt,nt,4%,-0.8%,1.5%[50 µM],28%,7%,nt,
COc1cc(OC)c(OC)cc1CN1CCN(Cc2cccn2C)CC1,-1%,8.8%,4%,-6%,0.3%,1.4%,10%,32%,5%,
CCOC(=O)N1CCN(C(=O)CN(c2cc(Cl)ccc2OC)S(=O)(=O)c2ccccc2)CC1,6%,0.5%,10%,3%,2.2%,-0.2%,-1%,8%,11%,
Cc1ccc(Nc2c([N+](=O)[O-])c(=O)oc3ccccc23)cc1C,nt,-1.9%,12%,-3%,1.2%,-0.7%,nt,6%,20%,
CCCc1cc(=O)oc2cc(OCC(=O)NC(Cc3c[nH]c4ccc(O)cc34)C(=O)O)c(Cl)cc12 (configuration not stated),2%,12%,-6%,-1%,0.4%,0.1%,3%,16%,-4%,
C/C(=N\NC(=O)c1c(Br)cnn1C)c1ccc(NC(=O)c2ccc(F)cc2)cc1,6%,0.9%,8%,-11%,2.2%,0.1%,4%,4%,6%,
CCN(CC)Cc1ccc(OC)c(Cl)c1,3%,-1.7%,-4%,nt,0.3%,nt,7%,nt,-2%,
CCCCn1c(NCCO)nc2ccccc21,40%,4.1%,6%,1%,-0.5%,0.5%,32%,6%,-19%,
COc1cc(SC)ccc1C(=O)Nc1ccc2c(c1)OCCO2,-5%,-1.0%,16%,-5%,50%,1.2%,2%,-1%,-6%,
CCOc1ccc(C(=O)C[n+]2cccc3cc(C)ccc32)cc1,-4%,35%,-7%,nt,0.5%,2.1%,5%,12%,-2%,
CS(=O)(=O)N1CCN(c2ccccc2NC(=O)CSc2nnc(-c3ccco3)o2)CC1,-5%,-0.8%,-13%,-6%,1.0%,1.2%,5%,4%,-18%,
O=C(N[C@@H](Cc1ccccc1)C(=O)O)c1c(F)c(F)c(F)c(F)c1F,2%,-0.8%,6%,4%,0.7%,0.8%,2%,2%,-8%,
CCN1CC=C2C(C#N)=C(N)C(C#N)(C#N)C(c3cc(Cl)ccc3Cl)C2C1 (configuration not stated),-36%,2.6%,?,?,8.1%,0.7%,12%,3%,?,
CCSc1nc(-c2cccs2)nc2ccccc12,-3%,-2.5%,-8%,1%,20%,3.7%,5%,6%,-7%,
CCOc1cc(C)c(S(=O)(=O)Nc2ccc(F)cc2)cc1C,10%,1.5%,6%,-4%,2.1%,-0.1%,10%,-4%,-1%,
Cc1cc(O)ccc1-c1cnc2ccccc2n1,-16%,-0.2%,-20%,11%,9.1%,0.7%,17%,22%,16%,
CCOc1ccc(C(=O)C(C)OC(=O)c2nc(Cl)ccc2Cl)cc1 (configuration not stated),9%,nt,nt,-6%,-2.3%,0.4%[50 µM],8%,5%,nt,
O=C(Cn1nnc(-c2ccccc2NC(=O)C2CC2)n1)NC1CCCCC1,-8%,-0.3%,-7%,-3%,-0.1%,0.8%[50 µM],1%,4%,6%,
Cc1cc(NC(=O)CSc2nnnn2-c2ccc(C)c(C)c2)no1,-9%,-0.8%,3%,nt,-0.8%,nt,23%,nt,-24%,
Cc1ccc(S(=O)(=O)N2CCC(NC(=O)c3cccc(C)c3)CC2)cc1,1%,0.4%,3%,-1%,0.4%,0.3%,17%,0%,2%,
CC(=O)OC1COC(n2ccc3cc([N+](=O)[O-])ccc32)C(OC(C)=O)C1OC(C)=O (configuration not stated),4%,2.3%,-1%,-2%,2.7%,0.2%,6%,4%,-8%,
CCc1ccc(S(=O)(=O)Nc2c(NC3CCCCC3)c3ccccc3oc2=O)cc1,2%,-0.2%,8%,-5%,-0.6%,0.0%,1%,5%,1%,
CCN(C(=O)Cc1nc(N)n[nH]1)C1(C(=O)Nc2ccccc2)CCCCC1,-7%,-2.1%,16%,-4%,-0.3%,0.3%,13%,6%,-6%,
CCOC(=O)C(c1ccccc1)C(Nc1ccc(F)cc1)c1ccccn1 (configuration not stated),4%,1.6%,5%,-1%,1.9%,1.5%,8%,10%,3%,
O=C(c1ccccc1OCc1ccccc1Br)N1CCN(c2ncccn2)CC1,1%,-2.7%,-9%,3%,9.2%,-0.1%,-1%,4%,-15%,NS5 inhibitors pilot replicate=0.5
Oc1ccccc1N1CCN(C(=S)NCCc2ccccc2)CC1,20%,9.4%,-3%,3%,1.2%,i,8%,23%,-5%,
CCn1c(/N=C/c2ccc(OC)cc2O)nc2ccccc21,3%,-2.2%,-9%,-1%,0.4%,0.3%,5%,7%,-2%,NS5 inhibitors pilot replicate=-6.4
CC(=O)Nc1cccc(NC(=O)Nc2ccc(C(C)=O)cc2)c1,-3%,1.7%,2%,-12%,2.1%,-0.2%,-3%,8%,-10%,
Cc1ccccc1NC(=O)C1CCCN(S(=O)(=O)c2ccc(-n3cnnn3)cc2)C1 (configuration not stated),-5%,0.9%,7%,-5%,1.5%,0.0%,3%,-1%,13%,
Cc1onc(-c2ccccc2Cl)c1C(=O)N1CCC(C(N)=O)CC1,nt,-0.9%,15%,4%,nt,0.2%,nt,-2%,-16%,
COc1ccc(CCNC(=O)CC(=O)N/N=C/c2ccc(Br)cc2)cc1OC,2%,0.4%,-8%,-4%,-0.2%,0.3%,-1%,10%,-2%,NS5 inhibitors pilot replicate=0.6
O=S1(=O)CCOC[C@H](Cc2ccccc2)N1Cc1cccc(C(F)(F)F)c1,nt,nt,nt,-12%,5.1%,0.0%,19%,12%,nt,
Cc1onc(-c2ccccc2Cl)c1C(=O)NC1CCCCCC1,7%,2.9%,10%,0%,0.0%,-1.0%[50 µM],8%,3%,6%,
CC1CCCCN1S(=O)(=O)c1ccc(NC(=O)CSc2nnnn2C)cc1 (configuration not stated),-8%,0.2%,18%,-1%,0.7%,0.2%,5%,-1%,3%,NS5 inhibitors pilot replicate=3.2
Cc1ccc(-c2cc(C(=O)N3CCCC3)c3ccccc3n2)s1,1%,0.4%,-6%,-1%,1.0%,-0.4%,2%,4%,-4%,
O=C(CS(=O)CC(=O)N(CC(=O)NC1CCCC1)c1ccccc1F)Nc1ccc(F)cc1 (configuration not stated),0%,-1.5%,6%,-8%,1.7%,0.1%,9%,6%,6%,
CCCCNC(=O)CC1S/C(=N/N=C/c2ccc(OC)cc2)NC1=O (configuration not stated),-6%,3.0%,-6%,1%,0.7%,0.3%,16%,-1%,-9%,
C/C(=C/Cc1c(O)cc2oc(C)cc(=O)c2c1O)COC1OC(CO)C(O)C(O)C1O (configuration not stated),8%,0.5%,-4%,-11%,-0.9%,0.8%,6%,12%,-3%,
# Continued:
SMILES,Salmonella PhoP GFP,HIV peptide binding,GPR55 antagonists,NS5 inhibitors,RSV CPE inhibition,K1F lysis inhibition,SV40 large T antigen,MgcRacGAP inhibition,GPR35 antagonists,others
O=C1NN=C(CSc2n[nH]c(=S)s2)CS1,-4%,0.9%,9%,8%,-0.1%,-1.0%,17%,-20%,0%,
Cc1ccnc2nc(C(=O)Nc3nc4ccccc4s3)nn12,-2%,-1.3%,-1%,-2%,-0.7%,-0.5%[50 µM],11%,-29%,16%,
CCOc1ccc(NC(=O)CN(C)C(=O)C2CC(=O)N(CCc3ccccc3)C2)cc1OCC (configuration not stated),4%,nt,nt,-1%,0.8%,-0.4%[50 µM],3%,-5%,nt,
COc1ccccc1NC(=O)[C@H](COCc1ccccc1)NC(=O)OC(C)(C)C,0%,-3.0%,14%,-1%,1.8%,-0.6%,11%,4%,-5%,
O=C(CSc1nc(O)cc(=O)[nH]1)C1CC1,-4%,1.7%,8%,8%,-0.3%,1.1%,28%,10%,1%,
Cc1cc(C)c(C)c(S(=O)(=O)N[C@@H](C)C(=O)OCC(N)=O)c1C,2%,0.9%,5%,-3%,2.0%,4.2%,15%,-9%,-1%,
